Screens as filed in PubChem BioAssay.
Apaf-1 inh – human Apaf-1 inhibition | O14727 | reconstituted apoptosome caspase-3 activity, DEVD-Rh110 fluorescence | inhibition, % at 20 µM | 330,000 compounds, 0.71% hits | AID 489030; active means inhibition of at least 40% at 20 µM;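 further: plate controls were DMSO wells for no effect and DEVD-CHO caspase inhibitor wells for full effect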
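Assay system: Apoptosome proteins | Medium: pH 7.5 Hepes buffer with CHAPS, BSA, DTT | Also added: Cytochrome c and DEVD-Rh110 substrate | Times: 30 min plus 50 min, RT | Detection: Rhodamine 110 fluorescence at Ex 480/Em 540 nm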
SENP8 block-1 – inhibitors of human SENP8 protease; AID 602440; recombinant SENP8, Nedd8 substrate fluorescence; 360,000 compounds, 0.64% hits; inhibition, % at 20 µM; in the data active means inhibition mostly above about 40%, no sharp cut-off; inactive means mostly below about 27%
Target sequence (Q96LD8 whole entry, looked up): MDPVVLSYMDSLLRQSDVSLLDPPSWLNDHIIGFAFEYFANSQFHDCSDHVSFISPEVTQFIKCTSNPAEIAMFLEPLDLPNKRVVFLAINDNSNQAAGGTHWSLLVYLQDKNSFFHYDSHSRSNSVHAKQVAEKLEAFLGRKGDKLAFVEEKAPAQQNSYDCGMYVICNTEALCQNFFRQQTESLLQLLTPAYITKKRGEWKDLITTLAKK
SENP1 FRET inh – blocks the human SENP1 SUMO protease catalytic domain. Q9P0U3. recombinant SENP1 catalytic domain, CyPet-SUMO1-YPet FRET cleavage. inhibition, % at 10 µM. 360,000 compounds, 0.21% hits. AID 624204;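 active means inhibition at least 30% at 10 µM, raw YFP signal under a set limit, fluorescence ratio 0.5 to 1.5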;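 further: 0% = enzyme with DMSO and 100% = no enzyme wells; some results filed as inactive read as strong as hits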
Target sequence (Q9P0U3 419-644 limits assumed): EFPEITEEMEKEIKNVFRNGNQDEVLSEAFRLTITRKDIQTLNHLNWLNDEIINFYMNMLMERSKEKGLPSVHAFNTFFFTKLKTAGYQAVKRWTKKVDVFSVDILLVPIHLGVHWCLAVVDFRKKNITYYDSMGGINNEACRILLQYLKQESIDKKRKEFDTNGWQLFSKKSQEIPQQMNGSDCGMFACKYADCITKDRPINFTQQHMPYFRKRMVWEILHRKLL
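Material – human SENP1 catalytic domain · Input – SENP1 enzyme, 20 pM final · Compound dosing – single concentration of 10 µM compound, 0.5% DMSO final · Timing – enzyme reaction for 50 min at room temperature, dark · Measured by – FRET fluorescence in CFP and YFP emission channels · Control set – no-enzyme wells low, DMSO-plus-enzyme wells high control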
SENP7 inh – inhibitors of human SENP7 protease; recombinant SENP7, Z-RLRGG-aminoluciferin luminescence, 40 min; Q9BQF6; 330,000 compounds, 1.5% hits; inhibition, % at 5 µM;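 active means inhibition above about 50% at the single test dose, limit read from the data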;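 further: plate controls were DMSO with enzyme for no effect and no enzyme buffer wells for full effect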
UBC13 inh – inhibitors of human UBC13 polyubiquitin chain formation | P61088 | TR-FRET | inhibition, % at 20 µM | 330,000 compounds, 0.47% hits; in the data active means inhibition above about 45%, passing the limit was not always enough; inconclusive means no clear call, values can overlap the other calls
Target sequence (P61088 whole entry, looked up): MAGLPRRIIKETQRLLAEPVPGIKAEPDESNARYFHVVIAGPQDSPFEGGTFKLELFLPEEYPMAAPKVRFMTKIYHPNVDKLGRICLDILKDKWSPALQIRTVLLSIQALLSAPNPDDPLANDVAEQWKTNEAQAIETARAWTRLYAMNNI
SENP6 inh – SENP6 protease inhibition | Recombinant SENP6 catalytic domain, aminoluciferin luminescence | inhibition, % at 10 µM | 330,000 compounds, 1.8% hits | AID 2599;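 active means inhibition above about 50% at the single tested dose, limit read from the data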;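 further: plate controls were DMSO wells with enzyme for no effect and DMSO wells lacking enzyme for full effect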
SENP8 block-2 – SENP8 protease inhibition; Q96LD8; purified SENP8, Z-RLRGG-aminoluciferin cleavage, luminescence; inhibition, % at 10 µM; 330,000 compounds, 1.2% hits; AID 2540; in the data active means inhibition above about 50%
APOBEC3G inh – inhibitors of human APOBEC3G DNA deaminase. recombinant A3G, ssDNA deamination FAM/TAMRA fluorescence. AID 493012. Q9HC16. 330,000 compounds, 0.28% hits. inhibition, % at 20 µM;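 active means inhibition of at least 40% at 20 µM, with no more than 30% in the related APOBEC3A deaminase screen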;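 further: plate controls were DMSO wells with A3G for no effect and wells lacking A3G enzyme for full effect; some compounds called inactive have numbers as strong as hits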
Target sequence (Q9HC16 whole entry, looked up): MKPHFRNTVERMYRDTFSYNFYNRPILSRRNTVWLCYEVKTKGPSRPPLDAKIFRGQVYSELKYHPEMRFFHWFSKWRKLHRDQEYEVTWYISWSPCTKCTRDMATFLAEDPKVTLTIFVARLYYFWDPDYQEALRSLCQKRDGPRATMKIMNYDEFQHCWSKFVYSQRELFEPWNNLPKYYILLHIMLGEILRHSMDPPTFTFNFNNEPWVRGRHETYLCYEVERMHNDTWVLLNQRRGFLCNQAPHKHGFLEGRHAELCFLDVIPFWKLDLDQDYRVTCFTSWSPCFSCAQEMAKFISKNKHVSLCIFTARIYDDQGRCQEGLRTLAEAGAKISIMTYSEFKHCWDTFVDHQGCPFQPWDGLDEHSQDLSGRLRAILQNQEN
* marks the source's active call; other numbers are inactive results; i = inactive; ? = inconclusive. Random draw from the library. Share with any hit: about 3.6%.

SMILES	Apaf-1 inh	SENP8 block-1	SENP1 FRET inh	SENP7 inh	UBC13 inh	SENP6 inh	SENP8 block-2	APOBEC3G inh
O=C(CSCc1ccco1)NC1CCCC1	1	14	-3	-9	-11	-17	-6	-7
COCC(=O)N(Cc1cc2ccc(C)cc2[nH]c1=O)c1ccc(OC)cc1	-1	-20	1	-4	7	-1	-12	-5
C=CCc1cc(OC)ccc1OCCON1C(=O)CCC1=O	2	12	2	-2	4	5	1	-5
COc1ccc2nc(NNC(=O)COc3ccccc3)sc2c1	-9	18	1	6	2	18	0	-6
COc1ccc(CCN(Cc2nc3ccccc3c(=O)[nH]2)C(=O)c2ccco2)cc1	13	13	1	-2	-8	-14	-6	-3
CC(Oc1ccc(-c2ccccc2)c(F)c1)c1ccn(S(=O)(=O)c2ccc(Br)cc2)n1 (configuration not stated)	16	0	1	8	2	1	1	-4
O=C(NCc1ccccc1)C1=C[C@@H](c2ccc(Br)cc2)C[C@@H](OCc2ccc(CO)cc2)O1	8	9	0	-4	-8	-18	-9	-7
COc1cc(NC(=O)Cn2cnc(S(=O)(=O)N3CCCCC3)c2)cc(OC)c1OC	9	14	2	-4	-5	7	9	5
O=[N+]([O-])c1cccc(-c2nnn(C34CC5CC(CC(C5)C3)C4)n2)c1	9	29	-1	-4	-6	-4	1	0
C[C@@H]1CN([C@H](C)CO)C(=O)c2cccc(NC(=O)Nc3ccc(C(F)(F)F)cc3)c2O[C@H]1CN(C)S(=O)(=O)c1cccs1	23	11	1	-10	25	-11	-16	-6
Cc1c(C(=O)Nc2ccccc2Cl)oc2ccc(S(=O)(=O)N3CCC4(CC3)OCCO4)cc12	-8	8	0	0	11	-5	7	-5
COc1ccc(C(C)NC(=O)c2ccccc2Br)cc1OC (configuration not stated)	-18	21	2	-1	7	-16	-3	-4
COc1ccc(NC(=O)CN(C)CC(=O)Nc2ccccc2SC)cc1Cl	0	5	0	6	14	-3	-4	-7
O=C(O)c1ccc(CNc2ccccc2C(=O)O)cc1	2	-304	0	-12	12	-8	-4	5
CC(C)(C)NC(=O)COC(=O)c1ccc(NC(=O)CC#N)cc1	3	1	-3	-1	-4	5	0	-4
NS(=O)(=O)c1cc(C(=O)OCCNC(=O)c2ccccc2)c(Cl)cc1Cl	-19	8	1	-1	-7	5	0	-8
CC(=O)c1cccc(NC(=O)C(C)OC(=O)CCN=C2NS(=O)(=O)c3ccccc32)c1 (configuration not stated)	8	8	2	-1	-3	-11	0	-12
COc1ccc(S(=O)(=O)Nc2cc(C)on2)cc1OC	-12	17	3	0	1	-4	3	-8
Cc1ccc(NC(=O)c2nc(S(=O)(=O)Cc3ccccc3C)ncc2Cl)cc1C	9	12	3	-7	1	5	-1	-7
CC1=C(C(=O)Nc2ccccc2)C(c2cc(CN3CCOCC3)cs2)C2=C(CCCC2=O)N1 (configuration not stated)	-9	-429	-11	1	13	5	2	-1
CN(Cc1ccccn1)C(=O)C1CCC(=O)N(Cc2cccc(C(F)(F)F)c2)C1 (configuration not stated)	3	18	0	14	-8	2	-9	0
COCCNC(=O)Cc1ccc(F)cc1	7	12	-1	8	3	2	-4	-1
CCN(CC(=O)Nc1cc(Cl)ccc1C)C(=O)C1CC1	-8	10	-1	1	4	10	3	-4
COc1cccc(CN(C)C(=O)CSCC(=O)Nc2cc(C)on2)c1OC	23	5	0	-1	11	-1	9	-9
COc1ccc(CN2CCN(Cc3ccccc3F)CC2)c(OC)c1	0	5	0	2	3	7	11	-4

Reprinted at random: 2 compounds from above.
SMILES	Apaf-1 inh	SENP8 block-1	SENP1 FRET inh	SENP7 inh	UBC13 inh	SENP6 inh	SENP8 block-2	APOBEC3G inh
NS(=O)(=O)c1cc(C(=O)OCCNC(=O)c2ccccc2)c(Cl)cc1Cl	-19	8	1	-1	-7	5	0	-8
Cc1c(C(=O)Nc2ccccc2Cl)oc2ccc(S(=O)(=O)N3CCC4(CC3)OCCO4)cc12	-8	8	0	0	11	-5	7	-5

Other records:
SMILES	Apaf-1 inh	SENP8 block-1	SENP1 FRET inh	SENP7 inh	UBC13 inh	SENP6 inh	SENP8 block-2	APOBEC3G inh
Cc1cc(C)c(C)c(OCCCCN2CCCCC2)c1	-2	14	2	-19	-6	-23	-11	4
O=C1CCCC/C1=C/Nc1ccc2c(c1)OCO2	-9	-1	-20	2	-12	0	-15	-9
CN(C)c1oc(-c2cccs2)nc1C#N	-4	-462	0	2	12	-10	1	-7
CCOC(=O)C1=C(O)C(Nc2nccs2)(C(F)(F)F)N=C1C (configuration not stated)	-3	18	-2	11	-2	-20	-2	-4
CCOC(=O)N1CCC(=C(C#N)C(=O)Nc2cc(OC)ccc2OC)CC1	-8	8	-3	8	-1	-2	1	-5
CCCc1c(C(=O)N/N=C/c2cccnc2)nnn1-c1nonc1N	-4	9	0	4	-4	1	-10	-7
c1ccc2c(c1)[nH]c1nc(SCCN3CCOCC3)nnc12	-7	18	0	0	-9	-7	3	-3
CCCCCNC(=O)[C@@H]1CSC2c3ccccc3C(=O)N21 (some centres not stated)	6	29	3	-12	-6	-34	-15	-8
C=CCc1cccc2cc(C(=O)N3CCOCC3)c(=O)oc12	12	-21	-5	2	-9	1	-9	4
COc1cc(OC)cc(C(=O)NC(C(=O)Nc2ccc3c(c2)OCO3)C(C)C)c1 (configuration not stated)	-2	-3	-1	-3	3	0	4	-5
CC(C)(C)OC(=O)NCC(=O)NNC(=O)C(C(=O)OCc1ccccc1)c1ccccc1 (configuration not stated)	15	12	8	8	4	15	-3	20
CC1CCN(C(=O)CN(c2ccc3c(c2)OCO3)S(C)(=O)=O)CC1	-12	-5	0	-1	-2	6	3	0
CC(NC(=O)CN1C(=O)COc2ccccc21)c1ccccc1 (configuration not stated)	-7	10	3	5	0	-33	10	-4
Cc1ccc(C23CC4CC(CC(NC(=O)NCCN(C)C)(C4)C2)C3)cc1	15	20	2	6	9	-4	-6	-4
CCCC(=O)Nc1c2c(nc3ccccc13)N(c1ccccc1)CC2	-3	-436	-16	4	16	15	5	-8
NC(=O)Cn1c(=O)n(CCc2ccccc2)c(=O)c2c3c(sc21)CCCC3	4	8	2	4	9	-10	-2	3
CC(C)CC(=O)Nc1nnc(CSCc2ccc(F)cc2)s1	-10	20	-1	-3	-4	-17	-2	-9
CCCCN(C)C(=O)c1sc2ncn(CC)c(=O)c2c1C	11	24	0	8	3	-9	5	0
O=C(Nc1cccc(F)c1)C1CCN(S(=O)(=O)c2cnc[nH]2)CC1	-1	4	2	-6	-3	-15	2	3
CC12CC(O)C3c4ccc(O)cc4CCC3C1CC/C2=N\O (configuration not stated)	2	20	-2	5	7	-5	1	-13
CN(CC(=O)Nc1ccccc1Br)C(=O)c1ccncc1	21	0	1	5	6	10	4	22
CCc1ccccc1NC(=S)NCC1CCN(c2ccc(OC)cc2)C1 (configuration not stated)	9	26	3	10	-6	16	7	1
Cn1cc(Cl)c(C(=O)OCC(=O)Nc2cccc(Cl)c2)n1	5	4	-1	-12	2	51*	-9	-1
COc1ccc(CC(=O)OCc2csc(CC(=O)Nc3ccc(C)cc3)n2)cc1	3	8	-9	13	2	1	-3	-5
COc1cc(NC(=O)c2sc(C)nc2C)c(OC)cc1NC(=O)c1ccccc1	10	-4	-9	-6	-2	-3	-2	-13

(cont.)
SMILES	Apaf-1 inh	SENP8 block-1	SENP1 FRET inh	SENP7 inh	UBC13 inh	SENP6 inh	SENP8 block-2	APOBEC3G inh
CC(NC(=O)CNC(=O)c1cccc(Cl)c1)c1ccccc1 (configuration not stated)	10	16	-8	-9	-3	6	-2	-7
CCCCn1c(N)c(N(CC(C)C)C(=O)C2CC(=O)N(c3ccc(CC)cc3)C2)c(=O)[nH]c1=O (configuration not stated)	-5	0	-2	15	-2	-25	-6	-11
S=c1[nH]nc(CSc2nc3ccccc3s2)n1Cc1ccccc1	12	18	3	-1	3	7	5	8
Cc1nnc(SC(C)C(=O)NCC2CCCO2)n1-c1ccccc1 (configuration not stated)	2	21	3	-12	-6	-4	-9	-7
COc1cc(NC(=O)C2CC(=O)NC3=C2C(=O)CCC3)c(OC)cc1Cl (configuration not stated)	-1	13	1	3	7	-22	2	2
O=C(O)c1ccccc1C(=O)NCCCCCCNC(=O)c1ccccc1C(=O)O	4	9	3	4	0	-3	2	-7
COCCNC(=O)c1onc(CSc2cccc(OC)c2)c1C(=O)NCCOC	4	10	1	-7	5	-14	-10	-11
CN(C(=O)COC(=O)C1CCN(S(=O)(=O)c2ccc3c(c2)OCCO3)CC1)C1CCCCC1	5	13	-1	-2	2	3	19	-1
O=C(CSC1=NCCN1)NC1CCCCCC1	-1	14	2	-3	-14	-14	-9	-3
Cc1cccc(C(=O)Nc2cccc(C(=O)NC3CCCC3)c2)c1	3	9	1	-2	0	-4	5	-7
O=C1CSC(c2cn(-c3ccccc3)nc2-c2cc3ccccc3oc2=O)N1Cc1ccco1 (configuration not stated)	21	-300	-14	4	?	-9	-11	-6
O=C(CCc1nc2ccccc2c(=O)[nH]1)Nc1ccccc1N1CCCC1	2	14	-3	-2	1	-7	-6	-7
CCCc1cc(=O)[nH]c(SCC(=O)N(CC)C2CCS(=O)(=O)C2)n1 (configuration not stated)	10	22	0	-2	-1	-20	-5	-4
COc1cc(CCC(=O)OCC(=O)Nc2ccc3c(c2)OCO3)cc(OC)c1OC	11	1	-4	-8	-6	-11	6	-2
CCC1CCCCN1Cc1ccc(OC)c(C)c1C (configuration not stated)	4	11	2	6	3	-17	1	7
CC(O)C(=O)N/N=C/c1ccccc1C(=O)O (configuration not stated)	-4	17	0	3	8	-21	-4	-10
COCCN1C(=O)N[C@@H](c2ccccc2)[C@H](C(C)=O)[C@H]1C	-10	0	-3	-12	4	-9	4	-12
CCOc1ccccc1NC(=O)/C(C#N)=C/c1c(C)nn(-c2ccccc2)c1Cl	14	15	3	-5	-6	-2	-8	-6
COC(=O)c1[nH]c2ccccc2c1NC(=O)CN1CCCCCC1	3	-96	-8	-10	-7	2	-9	2
Cc1[nH]c2ccc(C(=O)NCC(C)(C)N3CCOCC3)cc2c1C	i	-27	-7	-4	5	-1	-3	-6
CCCCC(=O)Nc1ccc(C(=O)Nc2ccc(S(=O)(=O)Nc3ccc(C)cc3)cc2)cc1	-2	10	0	-4	-17	-16	-10	-4
COC(=O)C1=C(C)n2cnnc2NC1c1ccc(Cl)cc1 (configuration not stated)	-9	-4	-2	-6	4	8	-1	-5
COc1ccccc1NC(=O)Cn1nc(-c2ccc(Cl)cc2)c2ccccc2c1=O	29	9	0	-6	-13	-17	-3	-8
CCNC(=O)NC(=O)CSc1ccc2ccccc2c1	6	1	0	-2	-2	-8	-10	-6
COc1ccc(CNC(=O)c2cc(-c3ccccc3O)n[nH]2)cc1	4	8	3	-9	1	4	3	-1
COc1ccc(NC(=O)c2ccco2)cc1NC(=O)c1cccc(F)c1	3	-5	-2	7	-1	-15	2	-7
CCN1CCN(CCC(=O)Nc2ccccc2)CC1	3	-2	-8	-3	-6	12	-6	-6
COc1cccc(OCCCCN2CCCCC2)c1	-9	12	2	-5	-14	8	-7	-5

Full records as entered above:
Shown for CC(O)C(=O)N/N=C/c1ccccc1C(=O)O (configuration not stated) = Apaf-1 inh: -4; SENP8 block-1: 17; SENP1 FRET inh: 0; SENP7 inh: 3; UBC13 inh: 8; SENP6 inh: -21; SENP8 block-2: -4; APOBEC3G inh: -10
Shown for CC(NC(=O)CNC(=O)c1cccc(Cl)c1)c1ccccc1 (configuration not stated) = Apaf-1 inh: 10; SENP8 block-1: 16; SENP1 FRET inh: -8; SENP7 inh: -9; UBC13 inh: -3; SENP6 inh: 6; SENP8 block-2: -2; APOBEC3G inh: -7
